# Screening data from PubChem.
# RXFP1 antag: antagonists of human relaxin receptor RXFP1; HEK293-RXFP1, relaxin-stimulated cAMP HTRF, 30 min; hits give low values; activity change, negative = inhibition, % at 57.5 µM; hit rate 0.59% among 350,000; AID 1259400;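 active means activity change of -60% or lower, but not beyond a set lower limit; inconclusive means change between -60% and -40%, or beyond the set limit; inactive means change above -40%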; further: on the % scale 0 is the no-effect control and ±100 the full control effect
# POLI inh: blocks human DNA polymerase iota activity | Potency, µM (top dose mostly 115 µM), for the others: at the top dose activity, negative = inhibition, actives largely listed as inhibitors | AID 588590 | Pol iota fluorescent replication assay, 10 min | hit rate 1% among 390,000 | Q9UNA4; further: potency means the concentration at half of the fitted maximal effect
# Target sequence (Q9UNA4 whole entry, looked up): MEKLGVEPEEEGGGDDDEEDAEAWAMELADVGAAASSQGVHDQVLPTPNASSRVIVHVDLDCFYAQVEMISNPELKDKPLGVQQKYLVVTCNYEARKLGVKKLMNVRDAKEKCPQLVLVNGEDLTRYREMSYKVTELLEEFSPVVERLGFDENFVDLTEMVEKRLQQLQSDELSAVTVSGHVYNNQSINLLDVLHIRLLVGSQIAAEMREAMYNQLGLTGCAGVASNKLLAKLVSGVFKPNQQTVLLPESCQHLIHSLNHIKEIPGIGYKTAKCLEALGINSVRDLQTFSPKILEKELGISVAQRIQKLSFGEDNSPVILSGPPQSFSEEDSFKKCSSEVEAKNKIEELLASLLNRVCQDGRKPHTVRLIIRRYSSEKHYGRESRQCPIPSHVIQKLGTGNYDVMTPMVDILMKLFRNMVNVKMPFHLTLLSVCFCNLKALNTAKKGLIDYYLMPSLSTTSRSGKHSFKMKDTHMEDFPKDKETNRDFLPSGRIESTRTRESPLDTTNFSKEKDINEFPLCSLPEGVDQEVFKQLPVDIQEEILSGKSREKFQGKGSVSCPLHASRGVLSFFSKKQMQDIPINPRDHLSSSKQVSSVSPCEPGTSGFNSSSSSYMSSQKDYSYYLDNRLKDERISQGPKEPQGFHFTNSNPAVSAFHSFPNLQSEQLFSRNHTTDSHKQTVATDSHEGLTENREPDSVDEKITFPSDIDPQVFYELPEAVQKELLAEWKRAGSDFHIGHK
#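 Fluorescent replication assay read twice, at 0 min and 10 min after adding 50 nM (final) substrate. Enzyme (10 nM) and compounds were first incubated 15 min at room temperature; enzyme-free buffer wells were negative controls.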
# APEX1 inh: blocks human APE1 abasic DNA cleavage; hit rate 0.35% among 350,000; AID 2517; Potency, µM (doses to about 65.8 µM), inactives show top-dose activity change, negative = inhibition, hits mostly inhibitors; recombinant APE1, TAMRA/BHQ-2 abasic DNA cleavage fluorescence;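 further: potency means the concentration at half of the fitted maximal effect; plate controls were vehicle for no effect and reference inhibitor for full effect; nearly all actives have a fitted effect of over 55% in size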
#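 Measures dequenching upon AP-site incision of a 5'-TAMRA/3'-BHQ-2 THF-containing duplex, 50 nM; human APE1 0.75 nM after 15 min room-temperature exposure to compound; kinetic three-point read at one-minute spacing.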
# Pol kappa inh: blocks human DNA polymerase kappa activity | Q9UBT6 | purified Pol kappa, fluorescent DNA synthesis assay, 10 min | Potency, µM (titrated, usually from 107 µM), for the others: top-dose activity, negative = inhibition, hits mostly inhibitors | hit rate 0.53% among 400,000 | AID 588579; further: potency means the concentration at half of the fitted maximal effect; on the % scale 0 is the no-effect control and ±100 the full control effect
#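 Kinetic fluorescence readout at 0 and 10 min followed reaction start with substrate at 50 nM final. Beforehand, enzyme (10 nM Pol kappa) stood 15 min with compound at room temperature; buffer-only wells were negative controls.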
# Pol eta inh: blocks human DNA polymerase eta activity. Q9Y253. recombinant Pol eta, fluorescent DNA replication assay. Potency, µM (highest dose often 114 µM), without a hit: at the highest dose activity change, negative = inhibition, usual class: inhibitors. hit rate 1.2% among 390,000. AID 588591; further: potency means the concentration at half of the fitted maximal effect; on the % scale 0 is the no-effect control and ±100 the full control effect
#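 Pol eta at 10 nM preincubated with compounds 15 min at room temperature; reaction started with fluorescent substrate (50 nM final) and read kinetically at 0 and 10 min.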
# Apoferritin bind: candidate novel general anesthetic via apoferritin binding; apoferritin/1-aminoanthracene competitive binding, fluorescence; Potency, µM (top dose mostly 77.5 µM), for the others: top-dose activity change, negative = displacement, actives largely listed as inhibitors; hit rate 0.074% among 350,000; AID 485281; further: potency means the concentration at half of the fitted maximal effect; on the % scale 0 is the no-effect control and ±100 the full control effect; nearly all actives have a fitted effect of over 20% in size
# Target sequence (P02791 2-175 limits assumed): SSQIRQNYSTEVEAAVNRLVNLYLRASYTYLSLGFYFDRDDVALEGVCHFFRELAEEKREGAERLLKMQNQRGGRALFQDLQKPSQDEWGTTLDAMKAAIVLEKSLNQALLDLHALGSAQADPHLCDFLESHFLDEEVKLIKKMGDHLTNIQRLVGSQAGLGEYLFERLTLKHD
#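 Concentration-response curves derived by four-parameter Hill fitting of normalized fluorescence, where compounds displaced 1-AMA from 10 uM horse apoferritin following a brief 10 min room-temperature incubation; propofol titration acted as positive control.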
# Tb PGK inh: T. brucei PGK inhibition; P07378; PGK/GAPDH coupled, Kinase-Glo luminescence, 60 min; Potency, µM (highest dose often 57.5 µM), inactives show top-dose activity change, negative = inhibition, usual class: inhibitors; hit rate 0.043% among 380,000; AID 602233; further: potency means the concentration at half of the fitted maximal effect; on the % scale 0 is the no-effect control and ±100 the full control effect; nearly all actives have a fitted effect of over 60% in size
#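 Recombinant glycosomal PGK reaction used 1,3-bisphosphoglycerate generated in-well by GAPDH (100nM final) in 100mM TEA pH 7.6, 5mM MgCl2, 0.01% Tween-20. After 60 minutes at room temperature, ATP was read by Kinase-Glo Plus luminescence end-point.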
# Pol beta inh: DNA polymerase beta (human) inhibition; P06746; Pol beta primer extension/strand displacement, fluorescence kinetic; Potency, µM (doses to about 114 µM), for the others: at the highest dose activity change, negative = inhibition, most hits filed as inhibitors; hit rate 1.3% among 340,000; further: potency means the concentration at half of the fitted maximal effect; on the % scale 0 is the no-effect control and ±100 the full control effect
#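 Pol beta (10 nM) and compounds were preincubated 15 min at room temperature, then 50 nM substrate (final) started primer extension/strand displacement. Reads were taken at 0 and 10 min; concentration-response data were fitted to a four-parameter Hill equation.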
# BLM inh: Bloom syndrome helicase (human) inhibition; recombinant BLM DNA unwinding, fluorescence dequenching; Potency, µM (series often up to 56.1 µM), inactives show top-dose activity change, negative = inhibition, hits mostly inhibitors; hit rate 0.2% among 350,000; AID 2528;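 further: potency means the concentration at half of the fitted maximal effect; plate controls were vehicle for no effect and no enzyme for full effect; nearly all actives have a fitted effect of over 35% in size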
# Numbers without * were called inactive; i = inactive; ? = inconclusive; · = no result given; & = joins results of further samples; [ ] = another dose, or the depositor's remark. Unless noted, the call rests on the fitted dose curve; in most records, active means well fitted curve in the direction sought with a large enough effect; inconclusive means small, poorly fitted or top-dose-only effect, or another doubt; inactive means no such curve, though single readings can be large; an effect the other way counts as inactive or inconclusive.
no.	SMILES	RXFP1 antag	POLI inh	APEX1 inh	Pol kappa inh	Pol eta inh	Apoferritin bind	Tb PGK inh	Pol beta inh	BLM inh
1	CCOC(=O)c1c(NC(=O)CSc2nnc(-c3ccccc3)o2)sc(C(C)=O)c1C	7	14%	4%	-3%	-2%	-14%	i	6%	2%
2	COc1ccc2nc3c(cc2c1)c(NC(=O)C1CCCO1)nn3CC(C)C (stereo not given)	9	34%[activator]	0%	-10%	-2%	330%[activator]	-5%	4%	-4%
3	Cc1ccc(OCCn2c(SCCO)nc3c(N)ncnc32)cc1	-1	56%[activator]	47%	-5%	-10%	4%	-7%	1%	-1%
4	CCc1cccc(C)c1NS(=O)(=O)c1cccs1	1	31%[activator]	10%	-14%	-21%	-10%	-1%	11%	-7%
5	COc1ccc(C(=S)N2CCOCC2)cc1OC(=O)c1cc(OC)c(OC)c(OC)c1	-4	25%	-1%	-15%	-1%	-1%	2%	-5%	-9%
6	COC(=O)c1ccc(Nc2nc(-c3ccccc3Cl)nc3ccccc23)cc1	·	-2%	·	-25%	-11%	-1%	-3%	-17%	-10%
7	CCOc1cc(CNc2ccccc2)cc(Br)c1OCC(=O)NC(C)(C)C	-6	-15%	-4%	-21%	-12%	53%[activator]	-3%[11.5 µM]	1%	-11%
8	CCOC(=O)/C(C(=Nc1ccccc1)Nc1ccccc1)=C(\C)O	-4	-4%	7%	-5%	1%	-4%	6%	?	0%
9	O=C1NCCN/C1=C\C(=O)c1ccccc1	14	3%	-2%	-1%	-2%	-21%	i[11.5 µM]	5%	-1%
10	Cc1ccc(C(=O)Cn2nnc(-c3ccccc3-n3cnnn3)n2)cc1	19	-10%	-1%	-6%	-10%	-22%	·	17%	-1%
11	COc1cc2c(cc1OC)CN(Cc1ccc(OC)c(C)c1OC)CC2	1	0%	-1%	-8%	-11%	-6%	i	3%	-2%
12	CCOC(=O)c1cccc(NC(=O)c2oc3c(c2C)-c2[nH]ncc2CC3)c1	8	-4%	·	-11%	-11%	-5%	-1%	19%	-3%
13	O=C(N1CCNCC1)N1CCOCC1	·	·	-3%	·	·	-5%	·	27%	-2%
14	CCC(C)n1c(=S)[nH]c2ccccc2c1=O (stereo not given)	-21	-12%	15%	-10%	-4%	?	-5%	5%	-2%
15	Cc1ccc(C2CC(c3cccs3)=NN2C(=O)CSC2=NN3CCCC(=O)N=C3S2)cc1 (stereo not given)	8	-6%	8%	-14%	8%	5%	5%	?	-4%
16	Cc1ccc(S(=O)(=O)CCC(=O)OCc2ccccc2F)cc1	12	161%[activator]	4%	-7%	-22%	-11%	7%	1%	-15%
17	Cc1nc2nc(-c3ccc(Cl)cc3)[nH]n2c(=O)c1C	·	·	1%	·	·	-3%	·	11%	2%
18	CN(C)c1ccc(/C=N/NC(=O)CN(c2ccccc2Cl)S(C)(=O)=O)cc1Br	-4	0%	0%	-7%	-16%	-4%	-2%	-2%	-18%
19	Cc1ccc(NC(=O)CSc2nnc(NC(=O)c3ccc(S(=O)(=O)N4CCOCC4)cc3)s2)cc1	-6	24%	2%	0%	1%	-7%	-4%	-2%	-1%
20	O=C(NCc1cccc(OC(F)(F)F)c1)c1ccc2c(c1)S(=O)(=O)c1cc(Cl)ccc1C2=O	·	18%	20%	-2%	0%	·	-7%	·	·
21	CC1=CC2(C)C(C3C(C)=CC2(C)C(=O)C3(C)O)C(C)(O)C1=O (stereo not given)	-10	30%[activator]	·	12%	-21%	·	i	·	·
22	Cc1cc(S(=O)(=O)N2CCOCC2)ccc1OCC(=O)NCc1ccco1	-9	41%[activator]	5%	-12%	-2%	-7%	-7%	-1%	-2%
23	COc1ccc(-c2nnc(SCC(=O)NC(=O)Cc3ccccc3)n2C)cc1	1	-9%	-1%	3%	-8%	·	-1%	·	·
24	COc1cccc(-c2cc(C(=O)N3CCN(c4ccccc4OC)CC3)no2)c1	-16&-12	109%&-6%[activator]	72%[activator][12.4 µM]	-4%&-8%	-8%&-8%	-19%&1%	2%&-8%	-22%&9%	-8%&-10%
25	CCCc1cc(=O)n2[nH]c(-c3cc(OC)c(OC)c(OC)c3)nc2n1	-10	16%	12%	1%	-15%	10%	-3%	4%	-5%
26	CCOC(=O)n1c(=O)n(Cc2c(Cl)cccc2Cl)c2ccccc21	?	17%	-1%	0%	-5%	-15%	i	37%	-3%
27	O=S(=O)(NC1CC1)c1ccc(S(=O)(=O)N2CCN3CCCC3C2)cc1 (stereo not given)	13	8%	13%	-8%	-5%	-23%	-1%	30%	0%
28	CCOC(=O)c1c(C)n(C)c2cc(Br)c(C)cc12	8	-6%	11%	-3%	-12%	-7%	·	0%	-5%
29	Cc1ccc(NC(=O)CSc2nccn2C)cc1F	10	7%	9%	-9%	7%	-13%	1%	23%	-7%
30	COc1ccc(Nc2ccnc(Nc3ccc(OC)cc3)n2)cc1	-15	80%[activator]	-3%	-10%	-9%	-11%	-9%	3%	-4%
31	O=C(CSc1nncn2c1cc1sccc12)Nc1ccccc1C(F)(F)F	16	1%	·	-2%	-1%	50%[activator]	4%	-25%	0%
32	COCCSc1ccccc1C(=O)Nc1cc(C)ccn1	-10	18%	22%	-4%	-2%	0%	-9%	0%	0%
33	O=C(O)CC(C(=O)NC1CCCCC1)C1CCCO1 (stereo not given)	0	10%	-2%	-3%	?	-11%	-6%	-5%	1%
34	Cc1cc2nc(C3CCN(C(=S)NCC(C)C)CC3)[nH]c2cc1C	3	-8%	18%	-13%	-7%	2%	1%	33%	6%
35	c1ccc(CCCCNCC2COc3ccccc3O2)cc1 (stereo not given)	-6	-21%	-8%	6%[60.1 µM]	-22%	-9%	-3%	-5%	-3%
36	CCOc1ccc(CNC(=O)CCc2c(C)nn(-c3ccc(N4CCOCC4)nn3)c2C)cc1	·	5%	·	-21%	-5%	-11%	i	5%	0%
37	O=S(=O)(NCCOc1ccccc1Cl)c1ccc2oc3ccccc3c2c1	4	-10%	·	-7%	-21%	·	-6%	·	·
38	CN1C(=O)C(O)(CC(=O)c2cccnc2)c2ccccc21 (stereo not given)	12	-7%	2%	-2%	-14%	-3%	-9%	-1%	3%
39	CC(=O)Nc1ccc(S(=O)(=O)NNC(=O)c2ccc([N+](=O)[O-])cc2)cc1	5	49%[activator]	4%	-17%	-14%	-1%	-8%	13%	-2%
40	COc1cc2[nH]c(=O)n(CCCC(=O)NCCc3ccccc3)c(=O)c2cc1OC	-9	47%[activator]	12%	-12%	-6%	-10%	3%	19%	1%
41	COc1ccccc1CNC(=O)c1ccc(N2Cc3cccc(OC)c3Oc3ncccc32)s1	-2	-1%	·	?	-20%	48%[activator]	-10%	?	-17%
42	CCCCn1c(C(C)NC(=O)COC)nc2ccccc21 (stereo not given)	-3	19%	3%	-5%	13%	-4%	-3%	8%	-2%
43	COc1ccc(C(=O)Nc2cc3c(cc2OC)CCCC3)cc1Br	-12	22%	-8%	-10%	-16%	-8%	2%	7%	-13%
44	CCn1cc(C(=O)OCC(=O)Nc2c(C)cccc2C)c(=O)c2ccc(C)nc21	-1	79%[activator]	-1%	-9%	-1%	-2%	-10%	9%	-2%
45	Cc1ccc(S(=O)(=O)N2CCCC(C(=O)NCC3CCCO3)C2)cc1 (stereo not given)	3	115%[activator]	10%	-3%	-24%	1%	-8%	0%	-3%
46	O=C(N/N=C/C=C/c1cccc([N+](=O)[O-])c1)C(O)c1ccccc1 (stereo not given)	-6	-13%	10%	-21%	2%	-15%	4%	38%	-3%
47	COC(=O)c1c(NC(=O)COC(=O)Cn2cnc3ccccc32)sc(C)c1C	9	0%	3%	0%	0%	-17%	-9%	6%	-1%
48	CCOC(=O)/C(C#N)=C/C1=C(N2CCCC2)CC(C)(CC)OC1 (stereo not given)	-5	1%	11%	-12%	0%	-24%	-2%	31%	0%
49	Oc1ccc(N2CCN(c3ccnc4cc(Cl)ccc34)CC2)cc1	-5	-10%	36%	-16%	2%	-10%	i	-17%	-1%
50	Cc1cc2nnc(SCc3ccc4c(c3)OCO4)n2c2ccccc12	9	43%[activator]	·	-3%	-6%	·	i	·	·
51	CCc1cc(CNC(=O)c2cc(COc3ccc(C)nc3)on2)on1	-9	40%[activator]	10%	-12%	-14%	-17%	i	14%	2%
52	COc1ccc(Cc2nnc(NC(=O)c3cc(OC)cc(OC)c3)s2)cc1	2	9%	1%	14%	-13%	-7%	-2%	38%	-2%

# These rows are one share of the data; the hit share may differ from the screen's.
